Compound activity deposited in PubChem by several laboratories.
DNA FID counter = compounds displacing fluorescent DNA intercalator, primary screen, artefact control for HCV NS3 helicase inhibitor project, biochemical, FID fluorescence | inhibition, % at 7.9 µM | 0.17% of 290,000 active | AID 1845, 2009 | DNA fluorescent intercalator displacement; in the data active = inhibition above about 37%;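 note: 0% = vehicle and 100% = reference compound; higher means more ethidium bromide displaced from hairpin DNA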
UBC9 SUMO inh = inhibitors of in vitro SUMOylation cascade, primary screen, biochemical, HTRF, uHTS. SUMO-conjugating enzyme UBC9 (Homo sapiens), P63279. inhibition, % at 35 µM. 0.36% of 290,000 active. AID 2006, 2009. HTRF SUMOylation assay, SAE1/SAE2 + UBC9; in the data active = inhibition above about 50%, passing the limit was not always enough; note: strong numbers were not always called active
Target sequence (P63279 whole entry, looked up): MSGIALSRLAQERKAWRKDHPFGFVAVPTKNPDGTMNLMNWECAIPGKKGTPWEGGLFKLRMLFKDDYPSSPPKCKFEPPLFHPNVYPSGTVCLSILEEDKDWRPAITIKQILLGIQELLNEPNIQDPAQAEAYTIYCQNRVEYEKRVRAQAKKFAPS
NS3 helicase inh = inhibitors of HCV NS3 helicase, primary screen, biochemical, Cy5 molecular beacon fluorescence. NS3 helicase DNA unwinding. inhibition, % at 10.9 µM. 0.56% of 290,000 active;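 active = inhibition above the mean of all tested compounds plus 3 SD, set per campaign, cut at about 35% in these data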;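 note: 0% = DMSO wells and 100% = thioflavine S control wells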
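System: NS3 helicase fragment of HCV / Schedule: 1 h at 25 °C / Control set: DMSO alone as 0% and 110 µM thioflavine S as 100% / Reagent: Cy5/quencher beacon DNA duplex and ATP to start / Technique: Cy5 fluorescence / Replication: singlicate / Evaluation: % inhibition of end-to-start signal ratio versus controls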
IDE cell activ = human IDE activators in live cells, primary screen, fluorescence polarization, HEK cells, FAbeta-B substrate; Insulin-degrading enzyme (Homo sapiens), P14735; FAbeta-B cleavage; 0% vehicle, 100% cell-free pure enzyme wells; activation, % at 5.96 µM; 0.073% of 340,000 active; AID 493087, 2011;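 active = activation above the mean of all tested compounds plus 3 SD, set per screening campaign, cut at about 17% in these data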
MEKK3 PB1 HTS = modulators of MEKK3-MEK5 PB1 binding, primary screen, biochemical, wildtype MEKK3, multiplex bead flow cytometry, Alexa488-MEK5; AID 1529, 2009; binding response (% of control), % at 10 µM; 1.4% of 290,000 active; bead-based flow cytometry, Alexa488-MEK5 binding to MEKK3; actives lie on both sides; 0 = blocked by unlabeled MEK5, 100 = vehicle; Mitogen-activated protein kinase kinase kinase 3 (Homo sapiens), Q99759;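 active = binding response more than 3 SD above or below the average of its plate-row segment, actives on both sides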;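 note: Alexa488 bead fluorescence after subtracting the streptavidin-only scavenger bead signal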
PHOSPHO1 inh = PubChem AID 1565. recombinant PHOSPHO1, absorbance phosphatase assay. 1.1% of 290,000 active. inhibition, % at 13.3 µM. Phosphoethanolamine/phosphocholine phosphatase (Homo sapiens), Q8TCT1; in the data active = inhibition above about 60%
Target sequence (Q8TCT1 whole entry, looked up): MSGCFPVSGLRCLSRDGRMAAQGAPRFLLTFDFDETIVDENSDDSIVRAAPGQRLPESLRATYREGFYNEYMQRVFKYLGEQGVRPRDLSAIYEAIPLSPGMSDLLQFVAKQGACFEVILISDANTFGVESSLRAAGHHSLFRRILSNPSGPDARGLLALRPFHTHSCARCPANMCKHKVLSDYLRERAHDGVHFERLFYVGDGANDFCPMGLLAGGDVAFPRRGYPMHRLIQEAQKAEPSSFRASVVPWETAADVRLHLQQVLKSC
pCIP destab = p/CIP-EGFP fusion destabilizers, primary screen, fluorescence, F442A cells. Q05BA5. 16 h. decrease of EGFP signal, % at 10 µM. 0.01% of 290,000 active. AID 1984, 2009;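 active = EGFP signal decrease of at least 30% at 10 µM or well 3 SD below plate mean, unless failing retest; inactive = the rest, including hits failing retest or dose response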; note: some compounds called inactive have numbers as strong as hits; many of its hits are not listed in these tables
VIM-2 inhibitor = VIM-2 metallo-beta-lactamase inhibitors, primary screen, biochemical, epi-absorbance readout, Pseudomonas aeruginosa enzyme; purified VIM-2, nitrocefin hydrolysis, epi-absorbance fluorescence; inhibition, % at 5.6 µM; 0.89% of 290,000 active;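 active = inhibition above the mean of all tested compounds plus 3 SD, cutoff set per screening run, cut at about 7.5% in these data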;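 note: red hydrolysis product quenches plate fluorescence so inhibitors raise well fluorescence; 0% = enzyme with DMSO and 100% = DMSO without enzyme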
IMP-1 inh = IMP-1 metallo-beta-lactamase inhibitors, primary screen, biochemical, epi-absorbance readout, Pseudomonas aeruginosa enzyme; metallo-beta-lactamase IMP-1 (Pseudomonas aeruginosa); purified IMP-1, nitrocefin hydrolysis, epi-absorbance fluorescence; inhibition, % at 5.6 µM; 0.45% of 290,000 active;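 active = inhibition above the mean plus 3 SD of all compounds in the same screening run, cut at about 4.5% in these data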;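 note: 0% = IMP-1 with DMSO and 100% = DMSO wells lacking enzyme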
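System: purified IMP-1; amount: IMP-1 0.2 nM before substrate addition; compound: single dose, 5.6 µM; times: 25 °C, 15 min preincubation, 25 min reaction; signal: Epi-absorbance via hydrolysed-nitrocefin quenching of white-plate fluorescence, 480/530 nm, EDTA stop; benchmarks: DMSO with and without IMP-1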
* = called active by the depositor; x = no result given. This is a subset, so the mix of outcomes need not match the whole.

SMILES | DNA FID counter | UBC9 SUMO inh | NS3 helicase inh | IDE cell activ | MEKK3 PB1 HTS | PHOSPHO1 inh | pCIP destab | VIM-2 inhibitor | IMP-1 inh
Cc1ccc(NC(=S)N2CCC(N(C)CC3CCCO3)CC2)cc1 (stereo not given) | 0 | -1 | 1 | -3 | 100 | -18 | 8 | -1.7 | -2.7
COc1cc(CNc2ccccc2SC)ccc1O | 4 | 5 | -5 | 3 | 101 | 72* | 2 | 0.6 | -2.6
N#Cc1cccc(NC(=O)Cn2cnc(S(=O)(=O)N3CCc4ccccc43)c2)c1 | -7 | 10 | 7 | -1 | 104 | 10 | -26 | -2.0 | -2.4
O=c1c2c3c(sc2nc(N2CCNCC2)n1CCc1ccccc1)CCCCC3 | -2 | 6 | -76 | -3 | 98 | 27 | -12 | -2.3 | -3.0
Cc1ccc(S(=O)(=O)NNC(=O)Nc2ccc(C)c(C)c2)c(C)c1 | -23 | -10 | 4 | 3 | 102 | 47 | -4 | -3.1 | -1.3
O=C(c1c(F)cccc1F)N1CCC(O)(c2cccnc2)CC1 | -4 | 14 | 2 | 6 | 101 | -4 | -13 | -1.5 | 0.5
COc1ccc(Cn2nnc3c(=O)[nH]c(C4CCN(S(=O)(=O)c5ccc(C)cc5)CC4)nc32)cc1 | -21 | x | -2 | -4 | 103 | 13 | -4 | -3.0 | -3.1
CC(=O)NNC(=S)NC(=O)c1ccccc1 | -11 | -17 | 4 | -5 | 113 | 32 | 2 | -4.7 | -2.3
Cc1ncc([N+](=O)[O-])n1CCOC(=O)Nc1ccc(Cl)c(Cl)c1 | 6 | 10 | -2 | -2 | 105 | 22 | -4 | -2.7 | -1.0
CN=C(Nc1cc(C)nn1-c1ccccc1)c1ccccc1F | -3 | 0 | -10 | 1 | 101 | -17 | 6 | -1.6 | -1.2
Cc1noc(C)c1CSCC(=O)NC1=NCCS1 | -3 | 3 | 0 | 2 | 102 | 2 | 2 | -5.1 | -0.8
Cc1ccc(N2C(=O)c3ccccc3C2=O)cc1Cl | 1 | -30 | -4 | 7 | 99 | -6 | 5 | -2.6 | -1.1
O=C(COC(=O)COc1cccc(Br)c1)Nc1c(Cl)cccc1Cl | -9 | -2 | -6 | -7 | 105 | -4 | -1 | -3.4 | -4.0
COc1ccc(CCNC(=O)CSc2nnc3ccccn23)cc1 | -4 | 10 | 3 | 2 | 100 | 28 | -7 | -2.2 | -2.4
Cc1ccc(C(=O)COC(=O)CNC(=O)c2ccc(N3C(=O)c4ccccc4C3=O)cc2)cc1C | -6 | 8 | -2 | 7 | 104 | -9 | 0 | -3.1 | -3.9
Cc1sc(NC(=O)c2sc3nc4c(C)cccc4cc3c2N)c(C#N)c1C | 7 | 23 | 28 | -13 | 101 | 12 | -6 | 1.8 | 3.2
O=C(NCCN1CCOCC1)Nc1cccc(Cl)c1 | 2 | 5 | -15 | 0 | 105 | -3 | -1 | -1.6 | -3.5
O=C(CSc1ccsc1[N+](=O)[O-])Nc1cccc(F)c1 | 9 | 26 | 18 | 2 | 111 | 16 | -15 | -5.0 | -3.4

Filtered by structure, those above containing an aryl thioether with sulfur outside any ring
SMILES | DNA FID counter | UBC9 SUMO inh | NS3 helicase inh | IDE cell activ | MEKK3 PB1 HTS | PHOSPHO1 inh | pCIP destab | VIM-2 inhibitor | IMP-1 inh
COc1cc(CNc2ccccc2SC)ccc1O | 4 | 5 | -5 | 3 | 101 | 72* | 2 | 0.6 | -2.6
COc1ccc(CCNC(=O)CSc2nnc3ccccn23)cc1 | -4 | 10 | 3 | 2 | 100 | 28 | -7 | -2.2 | -2.4
O=C(CSc1ccsc1[N+](=O)[O-])Nc1cccc(F)c1 | 9 | 26 | 18 | 2 | 111 | 16 | -15 | -5.0 | -3.4

PHOSPHO1 inh: what is marked active above.
Structure	UBC9 SUMO inh	NS3 helicase inh	IDE cell activ	MEKK3 PB1 HTS	PHOSPHO1 inh	pCIP destab	VIM-2 inhibitor	IMP-1 inh
COc1cc(CNc2ccccc2SC)ccc1O	5	-5	3	101	72*	2	0.6	-2.6
